# Assay outcomes (PubChem)
# HSF1 activator – HSF-1 activators, primary screen, NIH3T3-HGL cells, MG132 stress, luminescence, single point; AID 504408, 2011; 1.7% of 300,000 active; NIH3T3-HGL HSF-1 luciferase reporter, 8 h; 100% = twice DMSO control signal; activation, % at 9 µM;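 active = mean replicate activation of at least 50% with a set share of replicates each reaching 50%; inconclusive = only one of those two conditions met; inactive = mean below 50% and too few replicates reaching it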;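 also: 0% = median of the neutral control wells and 100% = twice that signal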
# KLF5 inhibitor – KLF5 expression inhibitors, primary screen, DLD-1 cells, luminescence. DLD-1 KLF5 promoter-luciferase reporter. inhibition, % at 5 µM. 0.23% of 290,000 active. AID 1700, 2009;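 active = inhibition above a per-plate limit of that plate's mean compound inhibition plus 3 SD, cut at about 60% in these data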;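 also: 0% = DMSO wells and 100% = LY294002 at 200 µM; higher means less KLF5 promoter-driven luciferase light; inactives centre near -14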
# aSyn 5UTR inh – MLPCN primary screen, SNCA 5' untranslated region. alpha-synuclein 5'UTR reporter, inhibitor activity. inhibition, % (tested at 7.5 µM). 0.82% of 300,000 active. AID 1813, 2009; in the data active = inhibition above about 60%; inconclusive = no clear call, values can overlap the other calls;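 also: H4 neuroglioblastoma cells stably carrying SNCA 5'UTR luciferase fusion; 0% = DMSO wells and 100% = positive control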
# HSF1 inhib – HSF1 inhibitors in luciferase reporter cells, primary screen, cell-based, NIH3T3, luminescence; NIH3T3-HGL HSE-luciferase, MG132-induced, luminescence 8 h; hits give low values; 0.77% of 300,000 active; activity change, negative = inhibition, % at 7.5 µM (by protocol);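 active = more than half of replicate wells show activity change below -50%, luminescence cut by over half; inconclusive = some wells, but at most half, below -50%; inactive = no replicate well below -50%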;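 also: luciferase reports HSF-1 transcriptional activity via heat shock element; 0% = median of DMSO wells and -100% = zero luminescence signal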
# HIF act – HIF pathway transcriptional activators, primary screen, cell-based, U2OS HRE-luciferase, luminescence | 0.32% of 300,000 active | activation, % at 7.5 µM (by protocol) | U2OS HRE-luciferase reporter; normalized: DMSO 0%, desferrioxamine 100% | AID 1910, 2009;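 active = mean activation of at least 10% of the iron chelator positive control signal, with at least half of replicates also reaching 10%; inconclusive = mean and replicate majority disagree about reaching 10%; inactive = mean and most replicates under 10%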
# Platelet DG rel – inhibitors of platelet dense granule secretion, primary screen, cell-based, MLPCN, human platelets; human platelet-rich plasma, SFLLRN dense granule ATP release, luminescence; inhibition, %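 (compounds screened at 7.5 µM in platelet-rich plasma)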; 0.22% of 300,000 active; AID 1663, 2009;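 active = mean replicate score, as percent of positive control, at or above 50; inconclusive = mean below 50 but at least one replicate at or above 50; inactive = mean and every replicate below 50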
# HSP90 refold inh – HSP90 inhibitors, primary screen, cell lysate, luminescence; Heat shock protein HSP 90 (rabbit reticulocyte lysate; luciferase refolding); Rabbit reticulocyte lysate, luciferase refolding luminescence, 3 h; inhibition, % at 5.6 µM; 0.91% of 290,000 active;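 active = inhibition above the screen-wide mean plus 3 SD, computed separately per campaign, cut at about 16% in these data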;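 also: 0% = DMSO wells and 100% = 60 µM geldanamycin wells; inhibitors lower the luminescence because luciferase stays unfolded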
# AI-2 QS mod – Vibrio harveyi AI-2 quorum sensing modulators, primary screen, JMH597 strain, luminescence/OD600 ratio; Vibrio harveyi JMH597 AI-2 luminescence/OD600 ratio, 9 h; hits give low values; strain lacks LuxN and CqsS sensors; 0 = neutral-control median; 0.4% of 300,000 active; activity change, % at 7.5 µM; in the data active = activity change below about -75%, passing the limit was not always enough; inconclusive = no clear call, values can overlap the other calls;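 also: luminescence divided by OD600 gain over 9 h not by final OD600 alone; inactives centre near 13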
# HDAC3 inhib – HDAC3 deacetylase inhibitors, primary screen, biochemical, fluorescence, cell-free homogeneous. recombinant HDAC3, fluorogenic peptide/trypsin coupled. inhibition, % at 8.3 µM. 0.15% of 320,000 active. AID 2718, 2010; in the data active = inhibition above about 26%, passing the limit was not always enough; inconclusive = no clear call, values can overlap the other calls
# Target sequence (O15379 whole entry, looked up): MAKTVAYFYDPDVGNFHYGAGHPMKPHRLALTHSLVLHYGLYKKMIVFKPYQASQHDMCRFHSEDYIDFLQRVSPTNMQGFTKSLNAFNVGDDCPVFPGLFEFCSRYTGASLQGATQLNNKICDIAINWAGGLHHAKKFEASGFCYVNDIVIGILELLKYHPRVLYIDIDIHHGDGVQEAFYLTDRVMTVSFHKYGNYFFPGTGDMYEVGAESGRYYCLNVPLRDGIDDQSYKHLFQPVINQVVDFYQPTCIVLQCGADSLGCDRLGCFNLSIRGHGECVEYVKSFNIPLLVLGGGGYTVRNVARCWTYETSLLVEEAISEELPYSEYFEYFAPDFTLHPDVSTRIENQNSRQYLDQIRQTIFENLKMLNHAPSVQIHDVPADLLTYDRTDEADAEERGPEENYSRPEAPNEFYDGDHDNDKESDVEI
# IEC-6 tox – cytotoxicity in IEC-6 intestinal epithelial cells, primary screen, cytotoxicity control for KLF5 inhibitor project, cell-based, luminescence; IEC-6 cytotoxicity, luminescence viability; inhibition, % at 5 µM; 0.78% of 290,000 active; AID 1825, 2009; in the data active = inhibition above about 22%;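 also: 0% = plate median of test compound wells and 100% = cytotoxic reference compound wells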
# Starred values were filed as active, the others as inactive; ? = inconclusive; / = not tested or not shown.
SMILES,HSF1 activator,KLF5 inhibitor,aSyn 5UTR inh,HSF1 inhib,HIF act,Platelet DG rel,HSP90 refold inh,AI-2 QS mod,HDAC3 inhib,IEC-6 tox
COc1ccc(S(=O)(=O)NCC(=O)NCCc2ccc(OC)c(OC)c2)cc1,0,/,5,-3,1.4,14,/,42,3,/
C/C(=C\C(=O)c1c(O)cc(C)oc1=O)N(C)C,-15,-33,-4,-1,-0.2,5,-4,7,-3,-6
Cn1cc(/C=N/n2cnc3scc(-c4ccccc4)c3c2=O)c2ccccc21,-9,-27,66*,-8,0.4,0,0,4,-1,1
C=C(C)CSc1nc2nc(C)c(Br)cc2[nH]1,-12,-21,-73,4,0.0,-2,-2,10,-2,0
COCC1CCN(C(=O)CCc2nnc(C3(c4ccc(Cl)cc4)CCC3)o2)C1 (stereo not drawn),21,-82,-25,12,1.8,-2,-4,11,9,0
CC(C)OC(=O)C(C#N)c1nc2ccccc2nc1N1CCN(Cc2ccccc2)CC1 (stereo not drawn),5,-15,17,-7,1.0,1,0,26,-6,-2
O=C(NCCCN1CCCCCC1)C1CCCN(S(=O)(=O)c2cccc3nsnc23)C1 (stereo not drawn),-3,7,34,4,-0.2,-2,-3,6,2,-8
O=C(NCc1ccco1)Nc1ccc(OC(F)(F)F)cc1,-2,-34,-34,2,0.4,12,-2,14,1,-2
CCCCCCCCCCCCS(=O)(=O)CCC(=O)O,-3,3,14,-2,-0.2,8,2,53,-1,-4
CCOC(=O)CSc1nc(=O)n2cc(C)ccc2n1,17,-23,-11,2,0.0,-1,0,14,2,-7
O=C(CCc1ccccc1)N=C1SC2CS(=O)(=O)CC2N1Cc1ccc(F)cc1 (stereo not drawn),4,-20,-13,4,0.2,4,5,0,4,2
COC(=O)[C@H]1C[C@@H]1[C@H](NS(=O)(=O)c1ccc2ccccc2c1)c1ccccc1,6,-19,21,2,0.5,3,-3,11,-1,-7
O=C(CSc1nc2ccccc2c(=O)n1C1CC1)NCc1ccccc1,3,-7,26,3,-0.3,4,-2,26,-4,0
COC(=O)CSc1nc2nc(-c3cccs3)cc(C(F)(F)F)c2c(=O)[nH]1,2,-4,-11,-1,-1.1,3,-1,4,-4,2
O=c1[nH]cnc(O)c1C(c1ccc(F)cc1)c1c(O)nc[nH]c1=O,0,4,-22,-3,0.0,-4,-6,25,0,-4
COc1ccc(N2C(=O)/C(=C\c3ccco3)N=C2SCC(=O)NC(C)C)cc1Cl,31,-23,-1,16,0.5,-7,4,14,?,1
Cc1cccc2sc(NC(=O)CN(C)S(=O)(=O)c3cccs3)nc12,3,-13,8,5,0.1,2,0,16,/,4
O=C(NC1CCCCCCC1)c1cc(COc2ccc3ncccc3c2)on1,2,-9,26,-11,-1.3,-7,2,17,/,2
Cc1ccccc1NC(=O)CC1SC(=O)N(c2ccccc2)C1=O (stereo not drawn),20,-4,-2,16,-1.6,1,-1,2,8,6
CC1CCCC(C)N1C(=O)Cn1cnc2cc([N+](=O)[O-])ccc2c1=O (stereo not drawn),14,-17,11,-3,-1.4,1,-3,8,-4,1

# Seven entries already listed, arranged by their value in KLF5 inhibitor, lowest first:
SMILES	KLF5 inhibitor
COc1ccc(N2C(=O)/C(=C\c3ccco3)N=C2SCC(=O)NC(C)C)cc1Cl	-23
O=C(CCc1ccccc1)N=C1SC2CS(=O)(=O)CC2N1Cc1ccc(F)cc1 (stereo not drawn)	-20
COC(=O)[C@H]1C[C@@H]1[C@H](NS(=O)(=O)c1ccc2ccccc2c1)c1ccccc1	-19
CC1CCCC(C)N1C(=O)Cn1cnc2cc([N+](=O)[O-])ccc2c1=O (stereo not drawn)	-17
Cc1cccc2sc(NC(=O)CN(C)S(=O)(=O)c3cccs3)nc12	-13
O=C(NC1CCCCCCC1)c1cc(COc2ccc3ncccc3c2)on1	-9
COC(=O)CSc1nc2nc(-c3cccs3)cc(C(F)(F)F)c2c(=O)[nH]1	-4

# The listing picks up, repeating the three entries before the break.
SMILES,HSF1 activator,KLF5 inhibitor,aSyn 5UTR inh,HSF1 inhib,HIF act,Platelet DG rel,HSP90 refold inh,AI-2 QS mod,HDAC3 inhib,IEC-6 tox
O=C(NC1CCCCCCC1)c1cc(COc2ccc3ncccc3c2)on1,2,-9,26,-11,-1.3,-7,2,17,/,2
Cc1ccccc1NC(=O)CC1SC(=O)N(c2ccccc2)C1=O (stereo not drawn),20,-4,-2,16,-1.6,1,-1,2,8,6
CC1CCCC(C)N1C(=O)Cn1cnc2cc([N+](=O)[O-])ccc2c1=O (stereo not drawn),14,-17,11,-3,-1.4,1,-3,8,-4,1
CN(CCOc1ccccc1)CC(=O)Nc1cccc(Br)c1,-16,-26,11,-1,0.3,7,-4,11,-2,-5
Cc1[nH]c2ccccc2c1CCO,-15,-17,19,-1,0.0,-1,-1,10,13,1
CC1Oc2ccccc2N(CC(=O)N2CCCc3ccccc32)C1=O (stereo not drawn),-1,-13,3,-2,-0.6,1,-1,0,-3,0
CCn1cc(C(=O)O)c(=O)c2cc(F)c(N3CCN(C(=S)NC(=O)c4ccccc4F)CC3)cc21,5,-6,-1,4,0.0,-1,4,4,0,-8
COC(=O)CCCC1=CC2=CC(=O)C(C)(OC(=O)c3cccs3)C(=O)C2=CN1Cc1ccccc1 (stereo not drawn),7,/,8,-5,0.2,8,/,37,7,/
Cc1cccc(C)c1CC(=O)N1CCOCC1,-12,-10,7,-2,-0.6,1,-4,18,1,5
CC1(C(=O)NC2CCCC2)CCC(=O)N1Cc1ccccc1Cl (stereo not drawn),5,-19,-20,10,-0.4,-4,2,34,5,2
COc1ccc(CNC(=S)Nc2ccccc2)cc1,16,-44,-33,-3,4.5,11,1,-61,-1,3
Cc1ccc(OC(=O)CCC(=O)N2CCc3ccccc32)cc1,20,5,-33,0,-0.5,-8,2,14,2,6
CC(C)C1Nc2ccc(S(N)(=O)=O)cc2C2C=CCC21 (stereo not drawn),-15,23,5,6,0.5,-3,0,41,0,-1
CC(c1ccccc1)C1C(C#N)=C(N)SC(N)=C1C#N (stereo not drawn),29,-4,-16,-3,-0.4,3,0,9,1,2
COC(=O)Nc1ccc(S(=O)(=O)NCCO)cc1,-5,-29,13,6,-0.6,0,-4,11,-9,0
O=C1CC(N(Cc2ccco2)C(=O)Nc2ccc(F)cc2)C(=O)N1c1ccc(F)cc1 (stereo not drawn),10,-3,8,0,0.0,0,-3,-4,-2,-3
CC1(C(=O)OCC(=O)Nc2ccc(C(N)=O)cc2)CC1(Cl)Cl (stereo not drawn),10,-23,7,3,0.3,-1,1,25,-9,3
O=C(NCCc1ccccc1)C(=O)NCC1CCCO1 (stereo not drawn),40,-36,-64,19,0.8,9,3,11,-5,7
Cc1nnc(SCC(=O)N2CCN(S(=O)(=O)c3ccc(Cl)cc3)CC2)n(N)c1=O,-2,-15,-2,0,-0.3,4,-2,-1,3,-4
CC1(C#N)c2ccccc2C(Br)=CN1C(=O)c1ccccc1 (stereo not drawn),4,/,40,1,0.0,0,/,7,-2,/
CS(=O)(=O)c1cnc(-c2ccccc2)nc1Oc1ccc(F)cc1,-5,-6,31,-6,-0.7,-2,1,17,-7,-8
CCCC(=O)Nc1ccc(Cc2ccc(NC(=O)CCC)c(C(=O)O)c2)cc1C(=O)O,-8,-6,25,-3,-0.1,1,2,28,-2,-8
CC(SC1=NCCS1)C(=O)Nc1nnc(-c2ccc(Br)cc2)s1 (stereo not drawn),35,-55,-36,9,0.7,1,-3,21,-2,-5
COc1cc2nc(SCC(=O)c3ccc(Br)cc3)n3nc(C)nc3c2cc1OC,3,-28,18,5,0.1,17,-1,18,0,3
COc1ccc(NC(=O)Cn2nc(C(F)(F)F)c3c2CCCC3)cc1OC,5,-19,-21,-2,0.2,-15,-3,30,4,3
Cc1nc2c(c(C)nn2-c2ccccc2)c(C)c1CCC(=O)NCCCOC(C)C,-21,-2,-1,-2,0.5,7,3,-2,-22,-1
CCOCCCn1c(SCC(=O)NCc2ccco2)nc2c(sc3ccccc32)c1=O,12,5,-19,2,-0.4,8,1,10,3,-3
Cc1ccc(N2C(=O)C3C4C=CC(CC4)C3C2=O)c([N+](=O)[O-])c1 (stereo not drawn),-14,-20,9,-3,0.9,-5,2,22,4,5
S=C(NCc1ccc(Cl)cc1)Nc1ccccc1,23,-8,-11,-1,0.5,0,2,-63,1,4
COc1ccc(NC(=O)C(=O)N2N=C3CCCCC3C2(O)C(F)(F)F)cc1 (stereo not drawn),-18,-27,-2,-10,-0.4,-13,0,26,-13,-5
CC(Sc1n[nH]c(N)n1)C(=O)Nc1ccc(Cl)cn1 (stereo not drawn),-2,10,-9,3,-0.3,0,3,10,-1,6
CC(C)c1ccc(/C=C(\NC(=O)c2ccccc2)C(=O)NCCCN2CCOCC2)cc1,-11,-24,-25,-12,-0.2,-8,-1,7,-3,0
CCCCC(=O)Nc1nnc(SCC(=O)NC2CC2)s1,-6,1,-18,-2,0.2,2,-3,14,-4,-2
C[C@H](NC(=O)c1cc2c([nH]c3ccccc32)c(-c2ccccc2)n1)C(=O)O,5,-27,9,-11,2.1,0,1,25,-19,-2
Cc1c(-c2nc(N)nc(Nc3ccccc3F)n2)oc2ccccc12,/,-160,-178,/,4.5,-13,0,54,6,11
CCOCCOC(=O)c1[nH]c2c(c1C)C(=O)CC(c1ccc(OC)c(OC)c1)C2 (stereo not drawn),4,-42,-2,-1,-0.5,1,1,8,3,5
Cc1ccc(-n2nc3c(=O)n(C(C)C(=O)NCCc4cccs4)nc(C)c3c2C)cc1 (stereo not drawn),17,-38,46,10,0.0,-3,-1,9,2,8
